PrPC TRFRET – inhibitors of human cell surface prion protein PrPC, primary screen, cell-based, TR-FRET. Major prion protein (Homo sapiens), P04156. TR-FRET read-out. inhibition, % at 13.8 µM. 0.43% of 370,000 active. AID 720596, 2013; in the data active = inhibition above about 24%; also: 0% = median of the test wells and 100% = reference compound wells
BoNT-F LC inh – BoNT/F light chain protease inhibitors, primary screen, biochemical, flow cytometry, MLPCN library; 0.22% of 360,000 active; Botulinum neurotoxin type F light chain protease (Clostridium botulinum); Multiplex microsphere protease cleavage assay; inhibition, % at 10 µM; in the data active = inhibition above about 35%, passing the limit was not always enough; also: plate controls were buffer without enzyme for full effect and enzyme alone for no effect
FadD28 FP inh – inhibitors of FadD28 bisubstrate probe binding, primary screen, biochemical, fluorescence polarization, single point; Mycobacterium tuberculosis FadD28 fatty-acid-AMP ligase; inhibition, % at 12.5 µM; 0.22% of 360,000 active; in the data active = inhibition above about 8.5%, passing the limit was not always enough
MazEF act – activators of E. coli MazEF toxin-antitoxin RNase, primary screen, biochemical, fluorescence, uHTS; 0.32% of 350,000 active; FAM/BHQ RNA-DNA oligo cleavage fluorescence, 5 h; Endoribonuclease toxin MazF (Escherichia coli (strain K12)), P0AE70; activation, % at 20 µM; AID 504720, 2011; in the data active = activation above about 50%
Target sequence (P0AE70 whole entry, looked up): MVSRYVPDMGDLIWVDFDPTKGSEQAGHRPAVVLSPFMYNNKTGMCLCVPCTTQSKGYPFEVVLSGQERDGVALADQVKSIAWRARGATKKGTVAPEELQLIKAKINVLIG
FBA Mtb inh – Mtb FBA enzyme inhibitors, primary screen, biochemical, fluorescence, strain H37Rv | Fructose-bisphosphate aldolase (Mycobacterium tuberculosis (strain ATCC 25618 / H37Rv)), … | purified M. tuberculosis FBA, fluorescence read-out | inhibition, % at 1 µM | 2.3% of 360,000 active | AID 588726, 2011; in the data active = inhibition above about 27%;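 also: 0% = vehicle and 100% = reference inhibitor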
Target sequence (P9WQA3 whole entry, looked up): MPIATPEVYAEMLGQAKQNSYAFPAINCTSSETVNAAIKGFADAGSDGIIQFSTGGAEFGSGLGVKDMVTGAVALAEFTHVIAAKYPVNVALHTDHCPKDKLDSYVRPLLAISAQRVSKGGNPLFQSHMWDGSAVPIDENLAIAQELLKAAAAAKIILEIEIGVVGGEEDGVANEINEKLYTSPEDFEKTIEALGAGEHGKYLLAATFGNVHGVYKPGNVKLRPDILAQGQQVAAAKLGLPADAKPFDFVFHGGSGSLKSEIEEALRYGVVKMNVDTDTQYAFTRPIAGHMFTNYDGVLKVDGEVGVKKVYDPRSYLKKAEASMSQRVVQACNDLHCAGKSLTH
BioA inh – M. tuberculosis BioA enzyme inhibitors, primary screen, biochemical, plate reader, single point, HTS | 7,8-diaminopelargonic acid synthase BioA (Mycobacterium tuberculosis) | 0.096% of 360,000 active | purified M. tuberculosis BioA enzyme | inhibition, % at 9.99 µM; in the data active = inhibition above about 40%
GDH-TPI inh – GDH-TPI coupling enzyme inhibitors, primary screen, artefact control for M. tuberculosis FBA inhibitor project, biochemical, absorbance, full deck. GDH-TPI coupled enzyme counterscreen, NADH absorbance. inhibition, % at 4.8 µM. 1.2% of 360,000 active; in the data active = inhibition above about 30%;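 also: 0% = DMSO wells and 100% = wells lacking the enzyme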
Rv3671c protease – Rv3671c serine protease inhibitors, primary screen, biochemical, fluorescence polarization, M. tuberculosis H37Rv; P9WHR9; inhibition, % at 5.96 µM; 0.048% of 320,000 active; AID 2606, 2010; in the data active = inhibition above about 38%;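 also: extracellular domain of Rv3671c used as enzyme; 0% = enzyme with DMSO and 100% = no enzyme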
Mtb UGM inh – M. tuberculosis UGM enzyme inhibitors, primary screen, biochemical, fluorescence polarization, single point. UDP-galactopyranose mutase (Mycobacterium tuberculosis (strain ATCC 25618 / H37Rv)), …. purified UGM, fluorescence polarization probe displacement. inhibition, % at 10 µM. 0.06% of 320,000 active; in the data active = inhibition above about 10%, passing the limit was not always enough
Target sequence (P9WIQ1 whole entry, looked up): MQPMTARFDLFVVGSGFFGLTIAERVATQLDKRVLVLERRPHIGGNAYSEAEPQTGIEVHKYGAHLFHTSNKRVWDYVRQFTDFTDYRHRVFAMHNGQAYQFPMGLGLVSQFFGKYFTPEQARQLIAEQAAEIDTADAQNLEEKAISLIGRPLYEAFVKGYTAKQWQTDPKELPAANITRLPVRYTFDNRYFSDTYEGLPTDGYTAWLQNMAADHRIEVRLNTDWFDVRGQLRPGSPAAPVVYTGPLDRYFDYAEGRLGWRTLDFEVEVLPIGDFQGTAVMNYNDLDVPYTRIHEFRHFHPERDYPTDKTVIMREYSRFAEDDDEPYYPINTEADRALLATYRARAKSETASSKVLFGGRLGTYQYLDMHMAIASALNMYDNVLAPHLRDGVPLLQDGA
* hit, by the source's call; . = no result given.

SMILES | PrPC TRFRET | BoNT-F LC inh | FadD28 FP inh | MazEF act | FBA Mtb inh | BioA inh | GDH-TPI inh | Rv3671c protease | Mtb UGM inh
CCOc1ccc(CCNC(=O)CCc2nnc3ccc(N4CCCC4)nn23)cc1OCC | -8 | -7 | -1.3 | 9 | 3 | -2.4 | 19 | 14 | 3.5
COc1cc(/C=N/NC(=O)C(=O)Nc2ccccn2)ccc1O | -7 | -5 | -2.7 | 2 | -2 | -3.8 | 28 | 4 | -1.0
COc1ccccc1CNC(=O)c1cc(-c2ccc(F)cc2C)n[nH]1 | 0 | -1 | -5.3 | . | -4 | -0.8 | -8 | . | .
CCC(C)(C)NC(=O)C(C)OC(=O)c1nsc(Cl)c1Cl (stereo unspecified) | 0 | -22 | 0.9 | -5 | -1 | . | 15 | -4 | 1.7
O=C(C1CCCN(S(=O)(=O)c2cnc[nH]2)C1)N(CCc1ccccc1)Cc1ccccc1 (stereo unspecified) | 6 | -7 | 2.3 | 12 | 2 | -0.1 | 3 | -1 | 1.2
CCOc1ccc(S(=O)(=O)N2CCN(S(=O)(=O)c3ccc(C(C)=O)cc3)CC2)cc1 | 1 | -10 | -2.2 | -12 | 2 | -0.2 | -1 | 2 | -0.6
COc1ccc2oc(C(=O)NCc3cc(OC)c(OC)cc3OC)c(C)c2c1 | 6 | -23 | -1.2 | 5 | -1 | -0.2 | 2 | 3 | 3.7
O=C(O)c1cnn2c(-c3ccc(F)cc3)ccnc12 | 8 | -5 | -1.0 | 8 | 2 | . | 3 | 7 | 0.1
CNc1nc(SCc2ccccc2Cl)nc2c1CCCC2 | 8 | 0 | -0.4 | -6 | 1 | 1.4 | 4 | -14 | -3.5
COc1ccc(S(=O)(=O)N(C)c2ccc(OC(=O)C(C)Oc3ccc(F)cc3)cc2)cc1 (stereo unspecified) | 3 | -4 | -0.2 | -6 | 1 | -1.0 | 6 | 1 | 1.3

Quoted at random: 2 compounds from above, in no set order.
SMILES | PrPC TRFRET | BoNT-F LC inh | FadD28 FP inh | MazEF act | FBA Mtb inh | BioA inh | GDH-TPI inh | Rv3671c protease | Mtb UGM inh
CCOc1ccc(CCNC(=O)CCc2nnc3ccc(N4CCCC4)nn23)cc1OCC | -8 | -7 | -1.3 | 9 | 3 | -2.4 | 19 | 14 | 3.5
CCC(C)(C)NC(=O)C(C)OC(=O)c1nsc(Cl)c1Cl (stereo unspecified) | 0 | -22 | 0.9 | -5 | -1 | . | 15 | -4 | 1.7

(cont.)
SMILES | PrPC TRFRET | BoNT-F LC inh | FadD28 FP inh | MazEF act | FBA Mtb inh | BioA inh | GDH-TPI inh | Rv3671c protease | Mtb UGM inh
CSCCC(NC(=O)COc1ccccc1)C(=O)N1CCC(C(N)=O)CC1 (stereo unspecified) | 4 | -5 | 1.4 | 3 | 3 | 0.2 | -1 | 6 | -2.1
CCOC(=O)c1cc(-c2ccccc2)sc1NC(=S)Nc1cccc(C)n1 | 3 | -12 | -2.5 | 16 | 1 | 0.0 | -3 | 7 | -0.3
COc1cc(-c2cc3nc(NCc4ccco4)ccn3n2)cc(OC)c1OC | 16 | -5 | -2.0 | . | 8 | 0.9 | 0 | . | .
COc1ccc(C(=O)NC2CCN(C(=S)NCc3ccco3)CC2)cc1 | 0 | -10 | 0.5 | 3 | -3 | -1.2 | 3 | -4 | -0.8
O=C(c1[nH]ncc1[N+](=O)[O-])N1CCOCC1 | 3 | 6 | 0.5 | 9 | 0 | -3.4 | 13 | -2 | -1.7
COc1ccc(CNC(=O)CCCn2nc(C)c([N+](=O)[O-])c2C)cc1 | 6 | -3 | -0.3 | 7 | 0 | . | 8 | -2 | 0.5
Cc1ccc(C(=O)N2CCN(c3ccccc3Cl)CC2)cc1[N+](=O)[O-] | 5 | -2 | -4.3 | 6 | -2 | . | -2 | -1 | 3.9
CCCCN(CCCNC(=O)C1CCN(S(=O)(=O)N2CCOCC2)CC1)c1ccccc1 | -1 | 6 | 1.6 | -5 | -1 | 1.1 | 6 | 1 | 2.9
O=C(O)c1ccccc1OC(C(=O)Nc1cc(Cl)cc(Cl)c1)c1ccccc1 (stereo unspecified) | -7 | 3 | -1.6 | -7 | 2 | -1.0 | -2 | -4 | 1.4
O=C(Cc1ccccc1)NC1(Cc2ccc(O)cc2)CCCCC1 | -5 | -4 | -0.6 | -13 | 2 | 1.3 | 4 | -1 | -0.2
CCCn1c(=S)[nH]c2cc(C(=O)NCC3CCCO3)ccc2c1=O (stereo unspecified) | -7 | -2 | -5.1 | 0 | -3 | -0.6 | 6 | 0 | 1.3
CCCNC(=O)c1ccc(-c2nc3ccccc3s2)s1 | -38 | -9 | -0.2 | -3 | 48* | . | 32* | -20 | 1.5
CC(C)C(NC(=O)c1ccccc1Cl)C(=O)OCc1nc2scc(-c3ccccc3Cl)c2c(=O)[nH]1 (stereo unspecified) | -1 | -4 | -0.8 | -3 | 0 | . | 7 | -18 | -1.3
CC(C)[C@H](NC(=O)c1ccccc1F)C(=O)NNC(=O)c1cccs1 | 3 | 2 | 0.4 | 6 | 0 | -4.5 | 6 | 6 | 0.4
COc1ccc(/C=N/Nc2cn[nH]c(=O)c2Cl)cc1 | -12 | 0 | -1.9 | 3 | 1 | . | 36* | -16 | 0.9
COc1ccc(-c2oc(=O)c3cc(OC)c(OC)cc3c2-c2cc(F)cc(OC)c2)cc1 | -1 | 3 | 0.4 | -5 | 3 | -1.6 | 18 | -13 | 0.7
COC(=O)CNC(=O)C(Cc1c[nH]c2ccccc12)NC(=O)Oc1ccccc1 (stereo unspecified) | 4 | -6 | -1.2 | 5 | 0 | . | 6 | -8 | 0.5
CCN1CCN(CC(=O)c2c[nH]c3ccc(C)cc23)CC1 | 0 | -10 | -2.0 | -8 | 2 | -1.8 | 0 | -1 | 0.8
CCCCC(=O)N(C)c1c(CC)nc2c(OCc3ccccc3C)cccn12 | 7 | -6 | -5.1 | . | -1 | 2.1 | -3 | . | .
COc1cc2cc(C#N)c(SCC(=O)Nc3cc(C)on3)nc2cc1OC | -2 | -7 | -2.4 | 0 | 4 | -1.4 | 0 | 0 | -0.8

Entries listed so far that have a COOH group:
SMILES | PrPC TRFRET | BoNT-F LC inh | FadD28 FP inh | MazEF act | FBA Mtb inh | BioA inh | GDH-TPI inh | Rv3671c protease | Mtb UGM inh
O=C(O)c1cnn2c(-c3ccc(F)cc3)ccnc12 | 8 | -5 | -1.0 | 8 | 2 | . | 3 | 7 | 0.1
O=C(O)c1ccccc1OC(C(=O)Nc1cc(Cl)cc(Cl)c1)c1ccccc1 (stereo unspecified) | -7 | 3 | -1.6 | -7 | 2 | -1.0 | -2 | -4 | 1.4

The list goes on:
SMILES | PrPC TRFRET | BoNT-F LC inh | FadD28 FP inh | MazEF act | FBA Mtb inh | BioA inh | GDH-TPI inh | Rv3671c protease | Mtb UGM inh
CCCN(C(=O)CSc1nnc(-c2ccc3c(c2)OCO3)o1)C1CCS(=O)(=O)C1 (stereo unspecified) | -2 | -11 | -2.0 | 6 | -1 | 0.4 | 1 | . | .
Cc1ccc(NC(=O)CN(C)C(=O)CSc2nnc(C)s2)cc1 | 0 | -3 | -1.7 | 2 | 2 | -2.0 | 5 | 2 | -1.7
O=c1n2c(c(O)n1C1CCCCC1)C(c1ccccc1)=Nc1ccccc1C2 | 0 | -1 | -1.2 | . | 0 | -2.6 | . | . | .
Cc1ccc(C(=O)OCC(=O)NCc2ccc(F)cc2)o1 | 5 | -2 | -0.6 | 1 | 3 | -4.6 | 9 | -7 | 0.0
CCCC(=O)Nc1ccc(C(=O)NN=C(C2CC2)C2CC2)cc1 | -1 | -3 | -2.0 | -1 | -3 | -2.6 | 3 | -10 | 0.8
Cc1ccc(N2C(=O)N(CC(=O)N3CCCc4ccccc43)C(=O)C2C)cc1 (stereo unspecified) | -4 | -3 | -0.1 | -8 | -1 | 2.4 | 5 | -2 | 0.0
CC1SCC(NC(=O)c2ccccc2Cl)CS1 (stereo unspecified) | -5 | -5 | -1.6 | -2 | -6 | 7.4 | 1 | 5 | -0.9
Cc1cc(C)c2cc(CNC3CCCC3)c(Cl)nc2c1 | 5 | -16 | -3.0 | 4 | 6 | . | 17 | 7 | 1.4
Cn1cnnc1-c1cccc(NC(=O)c2cc(F)c(F)cc2Cl)c1 | -2 | 0 | -4.2 | 15 | 0 | 2.1 | 1 | 7 | -0.2
Cc1nc(SC(C)C(=O)NC2CCCCC2C)c2c(C)c(C)sc2n1 (stereo unspecified) | -11 | 0 | -0.5 | 2 | 3 | -1.1 | -2 | -1 | -0.6
CCOC(=O)C1(NC(=O)C2(NC(=O)CN3C(=O)c4ccccc4C3=O)CCCC2)CCCC1 | -2 | -5 | 0.7 | 3 | -1 | -0.1 | 9 | . | .
Cc1ccc(Nc2nc(N3CCOCC3)c3ccccc3n2)cc1 | -2 | 0 | 0.7 | -2 | 18 | . | 1 | -8 | 4.8
CCC(C)(C)C1CCC(=NNC(=O)c2ccc(Br)o2)CC1 (stereo unspecified) | 0 | -1 | -2.4 | 1 | -2 | . | 3 | 5 | 0.2
CC(C)(C)C(=O)NC(=S)Nc1cc(C(=O)O)ccc1Cl | 1 | -7 | -3.1 | 4 | -1 | 0.2 | -4 | 2 | 0.0
Cc1nn(Cc2ccc(Cl)cc2Cl)c(C)c1NC(=O)c1sc2ccccc2c1Cl | 5 | -5 | -0.4 | -2 | 3 | -1.3 | 1 | -1 | -1.6
COc1ccc(Cc2nc3ccccc3[nH]c2=O)cc1 | -15 | 3 | -4.1 | 4 | -4 | -0.4 | 13 | -2 | 0.5
Cc1cc(-c2nn3c(-c4ccccc4)nnc3s2)c2ccccc2n1 | -18 | -9 | -2.1 | 6 | 2 | 7.6 | 11 | -2 | -1.6
O=C(c1cncc(Br)c1)N1CCN(c2ccc(N3CCOCC3)nn2)CC1 | -6 | -10 | -1.3 | 2 | 10 | 0.5 | 10 | 3 | -1.0
CC[C@]1(C(=O)OC)[C@H]2C(=O)N(Cc3ccccc3)C(=O)[C@H]2[C@H]2CN=C(SCc3ccccc3)N21 | -2 | 3 | -3.3 | -1 | 6 | 0.6 | 9 | . | .
COC(=O)c1ccccc1NC(=S)NC(=O)c1ccccc1F | -5 | -8 | -0.7 | 0 | 0 | . | 12 | -13 | -0.9
Cc1cccc(C)c1NC(=O)C1(N(Cc2ccco2)C(=O)Cn2nnnc2N)CCCCC1 | 3 | 2 | -2.5 | 3 | 2 | . | 4 | 1 | 0.1
COc1ccccc1-c1nnc(NC(=O)C(C)Sc2nncn2C)s1 (stereo unspecified) | 3 | -4 | -0.4 | -2 | 1 | . | 10 | -5 | 2.5
COc1ccc(CNC(=O)c2ccc(Cn3cc(Br)cn3)o2)cc1 | -1 | -5 | -3.0 | -6 | 4 | 8.5 | 12 | -3 | -2.1
O=C(COc1ccc(S(=O)(=O)N2CCCC2)cc1)NCC1CCCO1 (stereo unspecified) | -6 | 0 | 0.9 | 2 | 1 | . | 9 | 12 | 0.7
O=C(CCC(=O)Nc1cccc2ccccc12)N/N=C/c1ccco1 | 5 | -3 | -2.3 | 0 | -1 | 0.1 | -3 | 4 | 1.2
O=C(CSc1ccc(F)cc1)NC(=O)NCc1ccccc1 | 7 | -5 | -1.8 | 9 | 0 | . | 12 | 7 | 2.5
CCCNC(=O)C1(C)CCCN(CCC(=O)c2ccccc2)C1 (stereo unspecified) | 0 | 1 | -2.4 | . | -1 | -0.2 | 6 | . | .
CCN(CC)C(=O)C1CC(=O)N(c2ccc(OC)cc2)C1c1ccc(OC)cc1 (stereo unspecified) | 5 | -10 | 0.2 | 3 | 0 | -0.8 | 0 | 0 | -1.9
O=C(COc1ccc2c3c(c(=O)oc2c1)CCC3)NCCCN1CCCC1=O | -4 | 3 | -2.7 | 3 | 17 | 1.5 | 16 | -1 | -3.1
C[C@@H](C(=O)N1CCNCC1)n1cc(CCC(=O)O)nn1 | 9 | 1 | -0.2 | 3 | 1 | -0.2 | 2 | -7 | -1.8
CCn1nnnc1-c1ccc(OC)c(S(=O)(=O)NCc2ccccc2)c1 | -3 | -5 | -2.2 | 2 | -1 | . | 7 | -7 | -2.4

Screening results from PubChem.
